DENV2 CPE: DENV2-induced cell death inhibition; DENV2-infected cells, cytopathic effect rescue, plate reader; hit rate 1.7% among 350,000; CPE inhibition, % at 9.99 µM; AID 651640; in the data active = CPE inhibition above about 20%, passing the limit was not always enough; inconclusive = no clear call, values can overlap the other calls; tested in BHK-21 cells;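 note: 0% = median of neutral control wells and 100% = median of positive control wells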
GSIS activator: GLuc luminescence reporter in INS-1E cells, primary screen for activators of glucose-dependent secretion of insulin. INS-1E GLuc reporter insulin secretion, 2-3 h. activation, % at 16.6 µM. hit rate 0.61% among 370,000;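 active = lowest replicate activation of at least 40%, so every replicate reaches that level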;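 note: 0% = median of neutral control wells and 100% = median of IBMX positive control wells; some compounds called inactive have numbers as strong as hits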
PAX8 inh HTS: PAX8 transcriptional activity inhibition; RMG-I TPO-luciferase reporter, SteadyGlo, 24 h; inhibition, % at 12.6 µM; hit rate 1.2% among 360,000; AID 652154;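 active = mean replicate inhibition at least 60% with every replicate also reaching 60%; inconclusive = only one of the two criteria is met; inactive = mean below 60% and not all replicates reaching 60%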;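 note: luciferase light reporting Pax8 driven TPO promoter activity; plate controls were median of neutral control wells for no effect and mitoxantrone controls for full effect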
CFTR F508del cor: correctors of CFTR F508del function in bronchial epithelial cells; CFBE cells, YFP halide quenching; stimulated with forskolin plus potentiator P3; % fluorescence drop versus neutral controls; activity (quench increase), % at 7.58 µM; hit rate 0.36% among 350,000;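 active = mean added fluorescence quench of at least 8% versus neutral control, with both replicates also reaching 8%; inconclusive = only one of the mean or replicate conditions met; inactive = mean below 8% and not both replicates reaching 8%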;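 note: cells transiently co-express mutant CFTR-F508del with the halide-sensitive YFP; corrector assay measuring rescue of mutant channel to the surface after 24 h compound exposure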
XiGFP reactiv: activators of X-chromosome reactivation in mouse fibroblasts; hit rate 0.055% among 360,000; XiGFP mouse fibroblasts, % GFP-positive cells imaging, 3 d; cells co-treated with 5-aza-dC sensitizer; scaled so ellipticine positive control = 100%; activation, % at 7.58 µM;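 active = mean normalized replicate activation at least 10% and every replicate at or above 10%; inconclusive = only one of the two criteria met; inactive = mean below 10% and not all replicates reach 10%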;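 note: 0% = median of on-plate neutral control wells and 100% = ellipticine 6 µM median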
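System: 68-5-11 XiGFP fibroblast line; Timing: 3 days compound exposure; Compound dosing: one concentration, pinned; Benchmarks: positive control ellipticine, 6 µM final; Buffer or medium: DMEM containing 5-aza-dC.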
EWS-Fli block: EWS/Fli transcriptional activity inhibition | A673 NR0B1-luciferase reporter, viability-normalised | inhibition, % at 12.6 µM | hit rate 0.67% among 350,000;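 active = mean inhibition of at least 50% after viability correction, with every replicate also passing that limit; inconclusive = mean reaches 50% but only one of two replicates passes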;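 note: firefly luciferase signal divided by Alamar Blue viability fluorescence both relative to DMSO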
ARNT-TACC3 inh: disrupts binding between human ARNT and TACC3. Q9Y6A5. AlphaScreen His-ARNT PAS-B/GST-TACC3 binding, luminescence; TACC3 fragment carries E629A point mutation. inhibition, % at 9.99 µM. hit rate 0.66% among 390,000. AID 623870;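 active = mean inhibition of replicates at least 50% and at least half of replicates each reaching 50%; inconclusive = half or more replicates reach 50% but mean below 50%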;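 note: 0% = complete ARNT plus TACC3 wells and 100% = ARNT alone without TACC3; many hits fall short of the cut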
ERp5 block: ERp5 (human) disulfide isomerase inhibition; inhibition, % at 9.99 µM; AID 651711; ERp5 insulin aggregation, absorbance 650 nm, 90 min; Q15084; hit rate 0.05% among 350,000;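 active = mean replicate inhibition above about 25%, with every replicate also reaching it, limit read from the data, passing the limit was not always enough; inconclusive = only one of those two criteria met; inactive = neither criterion met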
Target sequence (Q15084 whole entry, looked up): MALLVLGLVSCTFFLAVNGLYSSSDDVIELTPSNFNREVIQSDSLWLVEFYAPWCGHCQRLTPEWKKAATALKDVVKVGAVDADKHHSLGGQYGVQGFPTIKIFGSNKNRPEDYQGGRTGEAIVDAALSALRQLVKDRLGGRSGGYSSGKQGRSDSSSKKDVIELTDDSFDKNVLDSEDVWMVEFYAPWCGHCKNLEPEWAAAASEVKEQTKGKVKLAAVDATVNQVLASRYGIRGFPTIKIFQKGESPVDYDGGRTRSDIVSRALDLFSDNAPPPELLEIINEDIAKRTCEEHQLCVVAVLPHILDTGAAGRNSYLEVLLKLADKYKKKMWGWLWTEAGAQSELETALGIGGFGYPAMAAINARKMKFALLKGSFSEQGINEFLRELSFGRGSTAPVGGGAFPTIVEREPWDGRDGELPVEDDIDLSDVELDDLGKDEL
* hit, by the source's call; u = inconclusive; x = not tested or not shown; & = joins results of further samples.

SMILES	DENV2 CPE	GSIS activator	PAX8 inh HTS	CFTR F508del cor	XiGFP reactiv	EWS-Fli block	ARNT-TACC3 inh	ERp5 block
CCOc1ccccc1CNC(=O)c1ccc(Sc2ccc(Cl)cc2)c(NC(C)=O)c1	x	-14	3	x	0.0	80*	-5	4
CC(C)N(CCCNC(=O)Cn1c(=O)c2cccn2c2ccc(F)cc21)Cc1ccccc1	-4	30	18	0.1	0.1	-1	-3	1
CCn1c(SCC(=O)NCCc2ccccc2)nc2c(c1=O)SC(C)C2 (stereo not drawn)	2	-13	14	-1.0	0.1	-3	-3	-11
COCC(=O)NC[C@H]1N[C@H](CO)[C@H]1c1ccc(C2=CCCCC2)cc1	-1	-8	6	-2.7	0.0	-1	-2	4
CCOc1cc(C(=O)Nc2ccccc2N2CCOCC2)ccc1OCC(=O)N1CCCCC1	2	2	5	-1.5	-0.1	-10	x	-3
CCOC(=O)COc1ccc2ccccc2c1/C=C/[N+](=O)[O-]	-3	5	15	x	0.3	22	-3	-5
CCOc1ccc(N(CC(=O)Nc2ccc(C)cc2)S(=O)(=O)c2c(C)noc2C)cc1	-7	-39	13	0.2	-0.2	7	16	2
COc1ccc(-c2[nH]c(-c3cccc(OC)c3)nc2SCC(=O)NC2CCCC2)cc1	-2	-17	22	-0.5	-0.1	8	9	0
CCN(Cc1ccncc1)C(=O)c1cc(COc2ccc(C)c(C)c2)on1	10	-23	10	-5.1	0.0	x	-3	3
C[C@H]1CN([C@@H](C)CO)C(=O)c2cc(N(C)C)ccc2O[C@H]1CN(C)C(=O)Nc1ccc(C(F)(F)F)cc1	3	-1	2	1.0	-0.4	-7	x	-3
CN(CC(=O)Nc1ccc(F)cc1)C(=O)C1CCCC1	3	0	-5	2.9	0.1	-6	2	-2
COc1ccc(CCC(=O)N(C)CC(=O)Nc2cc(C)ccc2C)cc1	4	1	9	0.5	0.3	2	19	2
Cc1ccc(S(=O)(=O)Nc2ccc3c(c2)CC(=O)N([C@@H](C)CO)C[C@H](C)[C@H](CN(C)S(=O)(=O)c2cccs2)O3)cc1	1	-9	-5	-1.5	0.1	2	-5	5
COc1ccc(NC(=O)Nc2ccc3c(c2)CC(=O)N([C@H](C)CO)C[C@@H](C)[C@H](CN(C)C(=O)NC2CCCCC2)O3)cc1	-8	4	15	0.6	-0.2	-13	-3	4
C/C(N)=C(/C#N)C(=O)COc1ccc(Cl)cc1Cl	8	8	11	0.2	0.1	-21	-6	6
COc1ccc(NC(=O)c2ccc3c(=O)n4c(nc3c2)CCCCC4)cc1	-1	19	-21	-3.1	0.1	-35	2	5
Cc1ccc(NC(=O)CN2C(=O)NC3(CCCCCC3)C2=O)cc1Cl	u	-7	10	3.3	-0.1	2	-26	2
COc1ccc(CN2CC[C@@H]3CN(C(C)=O)[C@H](c4ccccc4Br)C[C@@H]32)cc1	-7	8	-5	0.0	-0.1	-4	x	-1
COc1ccc(/C=C/C(=O)OCC(=O)c2ccc3c(c2)NC(=O)CO3)cc1	-11	4	4	-2.2	0.7	6	-1	3
COc1ccccc1-n1c(=O)[nH]c2c(C(N)=O)nc(CC(C)C)nc21	-10	x	-12	-5.7	0.0	11	16	-1
C[C@H](CO)N1C[C@H](C)[C@H](CN(C)C(=O)Nc2ccccc2)OCCCC[C@H](C)Oc2ccc(NC(=O)c3ccncc3)cc2C1=O	-7	-5	-6	-1.1	0.0	-8	3	2
Cc1oc(-c2cc(F)cc(F)c2)nc1CN1CCN(C(=O)c2ccco2)CC1	1	11	-7	0.8	0.3	x	0	3
CCOC(=O)c1ccc(N2C(=O)C3C(/C=C/c4ccccc4)OC4(C(=O)c5ccccc5C4=O)C3C2=O)cc1 (stereo not drawn)	-5	-8	-25	-0.9	0.0	-8	0	4
COc1ccc(S(=O)(=O)N(C)C[C@@H]2OCCCC[C@@H](C)Oc3ccc(NS(=O)(=O)c4ccc(Cl)cc4)cc3C(=O)N([C@@H](C)CO)C[C@@H]2C)cc1	18	-24	29	6.0	0.1	6	x	1
CCCCOc1ccc(N(CC(=O)NC(C)C)C(=O)CCC(=O)Nc2ccccn2)cc1	2	1	11	x	0.0	5	-7	5

Next section, overlapping the part above by 2 compounds.
SMILES	DENV2 CPE	GSIS activator	PAX8 inh HTS	CFTR F508del cor	XiGFP reactiv	EWS-Fli block	ARNT-TACC3 inh	ERp5 block
COc1ccc(S(=O)(=O)N(C)C[C@@H]2OCCCC[C@@H](C)Oc3ccc(NS(=O)(=O)c4ccc(Cl)cc4)cc3C(=O)N([C@@H](C)CO)C[C@@H]2C)cc1	18	-24	29	6.0	0.1	6	x	1
CCCCOc1ccc(N(CC(=O)NC(C)C)C(=O)CCC(=O)Nc2ccccn2)cc1	2	1	11	x	0.0	5	-7	5
COc1ccc(C)cc1N1C(=N)/C(=C2/Nc3ccccc3S2)C(c2ccccc2)C1=O (stereo not drawn)	4	x	13	x	0.0	66*	-5	2
O=C(CN1C(=O)/C(=C\c2cccc(Br)c2)Oc2ccccc21)NCC1CCCO1 (stereo not drawn)	3	-4	3	4.9	0.0	x	15	2
Cc1noc(C)c1S(=O)(=O)N(C)C[C@@H]1OCc2cn(nn2)CCCC(=O)N([C@H](C)CO)C[C@@H]1C	4	16	28	-1.4	0.4	-3	0	4
O=C(NCC[C@@H]1CC[C@@H](NC(=O)c2cnccn2)[C@@H](CO)O1)Nc1ccc(Cl)cc1	u	-7	-4	-1.8	-0.2	-13	-6	1
C#CCNC(=O)C1=C[C@@H](c2ccc(C(F)(F)F)cc2)C[C@@H](OCCCCO)O1	-10&2	-10	-40&-15	-0.2&-1.4	0.2	-19&-14	-1	-2&2
O=S(=O)(c1ccc2c(c1)OCCO2)N1CCCN(S(=O)(=O)c2c(F)cccc2F)CC1	90*	8	10	-2.0	-0.3	-2	-6	-2
CC(=O)c1ccc(OCCOc2ccc(Cl)c3cccnc23)cc1	x	-3	-5	0.0	0.3	0	-8	1
COc1cccc(S(=O)(=O)N2[C@@H]3CNC[C@H]2C3c2ccc(/C=C/c3ccccc3)cc2)c1 (stereo partly drawn)	-4&0	9&-1	-38	-0.9&-0.1	0.1&0.0	x	x	-1&4
CCCC[C@@H]1CNCCN1CC1(c2ccccc2)CC1	-13	x	22	0.2	0.0	-2	4	0
COc1ccc(NC(=S)NNc2ccc(C(=O)O)cc2)cc1	-6	10	-15	-1.2	0.1	1	1	-2
C[C@H]1CN([C@@H](C)CO)C(=O)c2cc(N(C)C)ccc2O[C@H]1CN(C)Cc1ccc(Oc2ccccc2)cc1	2	-13	23	-0.7	0.2	8	19	-4
COc1ccc(C(=O)N(C)CC(=O)Nc2cccc(F)c2)cc1S(=O)(=O)NC1CCCC1	0	2	x	0.7	-0.1	5	-2	2
CCc1nnc(NC(=O)CSc2nnc(C(C)NC(=O)c3ccccc3)n2C)s1 (stereo not drawn)	0	-8	-15	-0.4	0.0	10	0	7
CC1(OC(=O)CCc2ccccc2)C(=O)C=C2C=C(c3ccc(C#N)cc3)N(C(CO)CO)C=C2C1=O (stereo not drawn)	1	0	-7	0.8	0.0	0	1	2
O=C1C=C(c2ccc3c(c2)OCO3)CCC1	x	27	-29	-0.9	0.3	-8	4	x
COc1ccc(NC(=O)CCc2nnc3ccc(NCc4ccco4)nn23)cc1OC	-4	15	5	-0.3	0.0	x	14	1
CNCc1sccc1C	-2	11	-32	-1.6	0.0	0	7	u
C[C@@H]1CCCCO[C@@H](CN(C)C(=O)CCCN(C)C)[C@@H](C)CN([C@H](C)CO)C(=O)c2cc(NC(=O)NC3CCCCC3)ccc2O1	0	2	-20	-3.3	-0.9	-12	-12	3
CC(C(=O)N1CCCCCC1)c1ccc([N+](=O)[O-])cc1 (stereo not drawn)	x	7	2	0.2	0.3	4	3	3
CCN(C[C@H]1N[C@@](Cc2ccccc2)(C(=O)OC)[C@H]2C(=O)N(C)C(=O)[C@@H]12)C(=O)c1ccc(F)cc1	u	-16	2	-3.3	-0.1	1	-7	6
Cn1c(=O)c2c(ncn2CC(=O)OCC(=O)c2ccc(Cl)cc2)n(C)c1=O	-4	13	-1	2.1	0.1	3	-8	-5
Cc1ccc(S(=O)(=O)N[C@@H]2CC[C@@H](CCNC(=O)Nc3ccc(Cl)cc3)O[C@@H]2CO)cc1	-1	2	8	1.3	-0.7	-8	x	-3
CNC(=O)C[C@@H]1CC[C@H]2[C@@H](COc3ccc(NC(=O)Nc4ccc(C)cc4)cc3C(=O)N2C)O1	7	6	-11	1.0	0.1	-27	2	0
Cc1nc(-c2ccccc2)sc1C(=O)Nc1ccccc1F	15	-5	-13	0.5	0.0	-22	-5	-1
O=C(COc1ccc(Cl)cc1)NCCS(=O)(=O)N1CCN(c2ccc(F)cc2)CC1	-3	5	18	-1.0	0.0	x	-2	4
More records.
SMILES	DENV2 CPE	GSIS activator	PAX8 inh HTS	CFTR F508del cor	XiGFP reactiv	EWS-Fli block	ARNT-TACC3 inh	ERp5 block
C[C@@H]1CN([C@H](C)CO)C(=O)Cc2cc(NC(=O)Cc3ccccc3)ccc2O[C@H]1CN(C)Cc1ccc(C(F)(F)F)cc1	3	-2	11	2.6	-0.2	x	7	0
Cc1ccc(S(=O)(=O)N(C)C[C@@H]2OCCCC[C@@H](C)Oc3ccc(NS(=O)(=O)c4ccc(F)cc4)cc3C(=O)N([C@H](C)CO)C[C@@H]2C)cc1	5	-7	-24	0.9	-0.1	-12	-9	-2
O=[N+]([O-])c1ccc(N2CCOCC2)cc1NC(c1ccccc1)c1ccccc1	x	-13	-3	x	-0.2	x	1	x
CCCCN(C(=O)c1ccc(-c2ccc(Cl)cc2)o1)c1c(N)n(CCC)c(=O)[nH]c1=O	-4	-1	10	3.1	0.0	4	7	4
COc1ccccc1N=Nc1ccc(N)c(C)c1	-1	-8	-78	-1.6	0.0	5	28	2
CC(C)NC(=O)N1CC(=O)N2[C@H](C1)[C@@H](c1ccc(/C=C/c3ccccc3)cc1)[C@@H]2CO	5	-6	-17	-2.5	0.1	-1	x	-1
CCOC(=O)NC(=O)/C(C#N)=C\Nc1ccc(Cl)cc1Cl	-4	-5	-131	x	0.1	-68	-6	3
Cc1ccc(S(=O)(=O)N(C)C[C@H]2Oc3ccc(NC(=O)Cc4ccccc4)cc3CC(=O)N([C@@H](C)CO)C[C@H]2C)cc1	1	-19	8	-1.5	-1.0	2	2	-13
CC(=O)c1ccc(NC(=O)CSc2cn[nH]n2)cc1	-2	-5	-19	-1.0	0.1	-4	-3	-1
CCCCNC(=O)c1onc(CCl)c1C(=O)OC	2	4	-7	3.3	0.0	22	6	-2
COc1ccc(S(=O)(=O)Nc2cccc3c2O[C@H](CN(C)CC2CC2)[C@H](C)CN([C@@H](C)CO)C3=O)cc1	-2	6	x	-0.3	-1.1	1	2	0
O=C(C[C@H]1C=C[C@@H](NC(=O)CN2CCOCC2)[C@H](CO)O1)NC1CCC1	-9	2	-3	-1.0	-0.6	-8	7	8
O=C(c1ccc(NS(=O)(=O)/C=C/c2ccccc2)cc1)N1CCCCC1	13	-10	14	0.8	0.0	33	-4	1
COc1cc(O)c2c(c1)OC(c1ccc(O)cc1)CC2=O (stereo not drawn)	-5	x	x	-7.0	x	-4	-11	1
CC(=NNC(=O)c1ccncc1)c1cccc(Cl)c1	-2	40	-9	1.1	0.0	-7	2	-10
CSc1ccccc1NC(=O)CCn1c(=O)oc2ccccc21	20	-8	-11	2.8	0.0	-2	4	10
O=C(NC(=S)Nc1cccc2c(O)cccc12)c1cccc(Br)c1	10	-15	14	-2.4	-0.1	18	0	3

From PubChem
